High-throughput results (PubChem)
tuberculosis growth: growth inhibition of non-replicating M. tuberculosis (AID 488890). Mycobacterium tuberculosis non-replicating, growth inhibition; higher % means a stronger effect. one-dose inhibition, % at 25 µM; IC50 in µM for titrated hits. actives 0.39% (n = 320,000); in the data active = a potency from the dose series; inconclusive = inhibition mostly from about 82% at the one dose, without a potency; inactive = the rest, 99 in 100 with inhibition below about 76%;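 also: plate controls were DMSO cells for no effect and high antibiotic wells for full effect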
H37Rv inhibition: M. tuberculosis growth inhibition, HTS (AID 449762) | actives 0.59% (n = 330,000) | M. tuberculosis H37Rv growth inhibition, 7H9 media; higher % means a stronger effect | inhibition, % at 25 µM; hits with a dose series show IC50 in µM; in the data active = a potency from the dose series; inconclusive = inhibition above about 70% without an active follow-up result;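 also: bacterial growth assessed after seven days of incubation; strong numbers were not always called active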
H1N1 NS1A inhibition: H1N1 influenza NS1A inhibitors, functional cell based assay (AID 504329) | NS1A functional cell-based assay, percent inhibition; higher % means a stronger effect | inhibition, % at 12.5 µM; hits with a dose series show IC50 in µM | actives 0.3% (n = 340,000); in the data active = a potency from the dose series; inconclusive = inhibition above about 27% without an active follow-up result; also: strong numbers were not always called active
inhibitors of VEEV: inhibitors of VEEV TC-83 cytopathic effect, confirmation, Vero cells (AID 588727); Vero cells, VEEV TC-83 cytopathic effect inhibition; higher % means a stronger effect; one-dose inhibition, % at 20 µM; IC50 in µM for titrated hits; actives 0.13% (n = 350,000); in the data active = a potency from the dose series; inconclusive = inhibition mostly from about 14% at the one dose, without a potency; inactive = the rest, 99 in 100 with inhibition below about 12%; also: strong numbers were not always called active
Salmonella PhoP GFP: PhoP regulon inhibitors, Salmonella typhi PhoP promoter GFP reporter, confirmatory (AID 1850); Salmonella Typhi PhoP-promoter GFP reporter, fluorescence, 4 h; higher % means a stronger effect; inhibition, % at 50 µM; hits with a dose series show IC50 in µM; actives 0.33% (n = 310,000); in the data active = a potency from the dose series; inconclusive = inhibition mostly from about 25% at the one dose, without a potency; inactive = the rest, 99 in 100 with inhibition below about 19%;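 also: 0% = induced wells with vehicle and 100% = uninduced wells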
inhibitors of VEEV 10K pilot screen: second read-out of inhibitors of VEEV, no call of its own (marks repeat the call); inhibition, %; measured here: 10K pilot screen inhibition
The depositor's hits bear a star; i = inactive; ? = inconclusive; . = not tested or not shown.

SMILES	tuberculosis growth	H37Rv inhibition	H1N1 NS1A inhibition	inhibitors of VEEV	Salmonella PhoP GFP	others
Cc1ccc(S(=O)(=O)N2[C@@H](c3cccc(Cl)c3)C(C(=O)O)=CC[C@H]2c2ccc(Cl)cc2)cc1	31%	-3%	-3%	0.6%	-3%
COc1ccc(CCNC2=NCC(C)S2)cc1 (stereo not given)	3%	-7%	-12%	i	-2%
O=C(NC(=S)N(CCO)Cc1ccccc1)c1ccc(F)cc1Cl	73%	4%	-3%	i	4%
CCOC(=O)c1c(NC(=O)CSc2nc3cc(Cl)ccc3c(=O)n2Cc2ccco2)sc(C(=O)N(C)C)c1C	5%	-1%	6%	4.3%	0%
O=C(Cc1ccccc1)Nc1ccc(S(=O)(=O)N2CCCC2)cc1	.	.	-8%	1.4%	.
COc1ccc(CNC(=O)COC(=O)c2cc(C)nc3ccccc23)cc1	3%	1%	3%	8.5%	.
COc1ccc(Br)c(C(=O)NCCC(C)C)c1	72%	2%	6%	1.1%	-2%
CC(=O)c1cccc(NS(=O)(=O)c2ccc3c(c2)N(C(C)=O)CCO3)c1	8%	3%	-1%	1.2%	6%
CC(=O)c1ccc(NC(=O)c2ccc3snnc3c2)cc1	-19%	-2%	-2%	1.8%	-6%
CCCn1c(SCC(=O)N2CCCc3ccccc32)nc2c1c(=O)n(C)c(=O)n2C	-14%	-4%	-3%	8.8%	11%
CN(C)S(=O)(=O)c1cc(C(=O)N2CCC(C(=O)O)(c3ccccc3)CC2)ccc1Cl	-6%	3%	9%	3.8%	0%
COC(=O)C1=CN(Cc2cccs2)C=C(C(=O)OC)C1c1cccc(O)c1	28%	54%	-8%	6.9%	0%
O=c1[nH][nH]c(=O)n1-c1ccccc1	.	2%	1%	0.7%	-5%
CCOC(=O)c1ccc(NC(=O)CC2SCCNC2=O)cc1 (stereo not given)	6%	-4%	1%	2.4%	-9%
CCCNC(=O)c1onc(CSc2ccc(Cl)cc2)c1C(=O)NCCC(C)C	-10%	8%	-1%	0.3%	-11%
CCN(CC)CCN1C(=O)C(=O)/C(=C(/O)c2ccc(OC(C)C)cc2)C1c1cccs1 (stereo not given)	-1%	-7%	3%	i	-7%
CCOC(=O)c1ccc(CSC(=N)N)o1	30%	-1%	13%	1.5%	3%
Cc1c(Cl)cccc1NC(=O)C1CC2CCC1C2 (stereo not given)	-4%	-6%	.	2.1%	-18%
CCCSc1nc(NCc2ccco2)c2c3c(sc2n1)COC(C)(C)C3	18%	7%	-17%	i	-4%
Cc1cc(C)c(C)c(S(=O)(=O)N2CCN(c3ccccn3)CC2)c1C	12%	2%	-1%	i	-10%
S=C(Nc1cccc(Cl)c1)NC1CCCCC1	?	?	5%	5.6%	-13%
Cc1cc(-c2ccccc2)nc(N/N=C/c2ccccc2F)n1	57%	7%	10%	1.6%	3%
Cc1ccc2c(c1)N(CC(=O)Nc1nccs1)C(=O)CO2	.	.	-7%	1.4%	.
Cc1ccc2c(c1)N(C(=O)CCC(=O)N1CCN(c3ccccn3)CC1)CCO2	15%	1%	27%	0.6%	-3%
Cc1cc(CSc2nc(C)cc(=O)[nH]2)c2ncccc2c1	17%	0%	5%	7.0%	5%
Cc1nc2ccccc2c(=O)n1/N=C/c1cc(Br)cc(Br)c1O	?	9%	-22%	5.2%	10%
N#CCCN(C(=O)Nc1ccccc1)c1ccccc1	-4%	2%	-8%	0.6%	10%
O=C(CCc1ccc(S(=O)(=O)N2CCOCC2)cc1)Nc1nc(COc2ccccc2)cs1	57%	?	-3%	6.3%	1%
COC(=O)c1c(C(=O)OC)c(-c2cccc(C)c2)n2c1CS(=O)(=O)C2	4%	5%	-1%	0.9%	2%
O=C(COC(=O)c1cccc(F)c1)Nc1ccc(Cl)cn1	0%	0%	-7%	1.6%	.
Cc1ccc(C2=NOC(C)(c3nnc(-c4ccc(F)cc4)o3)C2)cc1 (stereo not given)	63%	-4%	3%	6.9%	14%
O=C(O)c1ccccc1-c1ccccc1C(=O)Nc1ccc2c(c1)C(=O)c1ccccc1-2	.	.	-13%	i	.
CC1(C)CC(=O)C(CC(=O)NC2CCCc3ccccc32)C(=O)C1 (stereo not given)	-1%	-6%	-16%	1.2%	4%
CCCCN(C(=O)CSc1nncn1-c1ccccc1)c1c(N)n(Cc2ccccc2)c(=O)[nH]c1=O	2%	-7%	4%	0.0%	3%
N#Cc1ccc(/C=N/NC(=O)c2cccc(S(=O)(=O)N3CCOCC3)c2)cc1	-4%	-4%	-6%	0.1%	0%
O=C(CSc1nnc(-c2ccc(S(=O)(=O)N3CCCC3)cc2)o1)NCc1ccco1	70%	0%	-4%	3.4%	-4%
O=C(N/N=C/c1c(O)n(C2CCCCC2)c(=S)[nH]c1=O)c1ccccc1	-1%	3%	-12%	i	1%
CCN1C(=O)C(CC(=O)Nc2ccccc2)S/C1=N\c1ccccn1 (stereo not given)	-5%	5%	-5%	0.7%	8%
O=C(COc1ccc(Br)cc1)N(Cc1ccco1)C1CCS(=O)(=O)C1 (stereo not given)	1%	6%	3%	i	4%
CC(=O)n1cc(N(C(=O)CCl)c2ccc([N+](=O)[O-])cc2)c2ccccc21	?	?	2%	?	7%
COCCCNC(=O)Cc1c(C)c2cc3c(cc2oc1=O)OC(C)(C)CC3	-6%	0%	-11%	i	-9%
N#Cc1cc(-c2ccc(Cl)cc2)cnc1Sc1ccc(F)cc1	.	.	-4%	1.4%	5%
Cn1cnnc1SCc1ccc(C(=O)O)cc1	-4%	0%	-5%	0.0%	-5%
Cc1cc(S(=O)(=O)Nc2ccc(N(C)C)cc2)c(C)s1	-2%	-4%	0%	i	17%
N#C/C(=C\c1cn(Cc2ccccc2C#N)c2ccccc12)C(=O)NCc1cccs1	8%	-1%	.	.	-4%
Cc1ccccc1NS(=O)(=O)c1ccc(C(=O)NCCCN2CCCC2=O)cc1	-16%	-8%	-11%	2.1%	-4%
COc1ccc(-n2c(COc3ccccc3)n[nH]c2=S)cc1	-19%	1%	-4%	i	-5%
Nc1cccc(N=[N+]([O-])c2cccc(N)c2)c1	.	.	-3%	3.6%	.
COC(=O)c1cc(S(=O)(=O)NCC2CCN(Cc3cccc(Cl)c3)CC2)c[nH]1	0%	0%	-8%	0.1%	8%
Cc1cc(-c2ccccc2)nc(N(C)N)c1S(C)(=O)=O	1%	-2%	-8%	3.4%	2%
CC1CCN(C(=O)CNC(=O)c2ccc(Br)o2)CC1	-3%	5%	-6%	2.1%	.
COc1ccc(OC)c(C2(O)CSC(=Nc3cccnc3)N2Cc2ccco2)c1 (stereo not given)	9%	7%	-8%	9.9%	0%
CC(=O)Nc1ccc(S(=O)(=O)N(C)Cc2ccccc2)cc1	19%	11%	1%	i	21%
C[C@H]1CC[C@@]2(C)[C@@H](CC[C@@H]3[C@@H]2CC[C@]2(C)[C@@H](O)CC[C@@H]32)C1	22%	13%	-12%	2.6%	2%
Cc1cc(C(=O)N2CCN(Cc3ccc4c(c3)OCO4)CC2)cs1	19%	-6%	8%	0.8%	-5%
Cc1ccc(/C=N/NC(=O)c2cccc3ccccc23)o1	1%	-1%	-6%	2.5%	11%
COc1ccc(/C=N/NC(=O)CCCCCNC(=O)c2ccccc2)cc1	-6%	11%	-4%	1.1%	-8%
Cc1nnc(SCC(=O)Nc2ccc3c4c(cccc24)CC3)n1C	-5%	9%	4%	1.4%	-3%
COc1ccc(-c2csc(NC(C)=O)n2)cc1OC	5%	-7%	3%	7.2%	8%
Cc1cccc(C(=O)N/C(=C\c2ccco2)C(=O)N2CCCCCC2)c1	8%	-7%	3%	2.8%	0%

Following part
SMILES	tuberculosis growth	H37Rv inhibition	H1N1 NS1A inhibition	inhibitors of VEEV	Salmonella PhoP GFP	others
COc1ccc(C2(C(=O)Nc3c(C)n(C)n(-c4ccccc4)c3=O)CCCC2)cc1OC	-11%	-6%	0%	i	-11%
O=S(=O)(c1ccc2c(c1)CCN2)N1CCOCC1	-8%	-10%	-9%	1.7%	.
CC(=O)Nc1ccc2nc(NC(=O)COc3cccc(C)c3)sc2c1	5%	-12%	-2%	1.4%	18%
O=C1CCc2cc(S(=O)(=O)N3CCN(C(=O)c4ccco4)CC3)ccc2N1	1%	-15%	24%	1.7%	-10%
Cc1cc(C)c2c(n1)sc1c(N3CCN(CCO)CC3)ncnc12	-4%	3%	33%	0.5%	-18%
O=C(O)/C=C/c1ccc(OCCCF)cc1	-5%	44%	-5%	2.2%	4%
CC(NC(=O)COc1ccc(Oc2ccccc2)cc1)C(=O)O (stereo not given)	14%	-1%	1%	0.1%	-2%	inhibitors of VEEV 10K pilot screen=0.0
COc1ccc(NC(=O)C(=O)Nc2cccc3cccnc23)c(OC)c1	-14%	4%	-14%	i	-7%
CC(OC(=O)c1ccc2c(=O)n3c(nc2c1)CCCCC3)C(=O)Nc1ncc(Cl)cc1Cl (stereo not given)	.	68%	1%	0.3%	-25%
C/C(=N\O)C(C)(C)Nc1ccccc1F	-3%	-2%	-17%	1.6%	-1%
c1ccc(SCc2nc(-c3ccncc3)no2)cc1	16%	-1%	-2%	i	3%
CC(C)CCNC(=O)C1CCCN(S(=O)(=O)c2ccc(-n3cnnn3)cc2)C1 (stereo not given)	2%	1%	-13%	i	3%
CCO[C@H]1OC(C(=O)NCc2ccccc2)=C[C@@H](c2cn(C(C)=O)c3ccccc23)[C@@H]1CCCO	22%	27%	-5%	5.2%	3%
COc1ccc(CCNC(=O)Cc2ccccc2)cc1OC	-16%	-6%	-2%	0.5%	-2%
COCCOC(=O)c1[nH]c2c(c1C)C(=O)C(C(=O)OC)C(C)C2 (stereo not given)	5%	-8%	10%	0.4%	0%
Cc1ccc(C)n1-c1sc2c(c1C(=O)O)CCCC2	45%	-2%	10%	i	-2%
Cc1ccc(S(=O)(=O)N2[C@@H](c3cccc(Cl)c3)C(C(=O)O)=CC[C@H]2c2cccc(Cl)c2)cc1	39%	3%	-1%	0.0%	-5%	inhibitors of VEEV 10K pilot screen=3.1
COc1ccccc1NC(=O)N1CCC(C(=O)c2ccc(F)cc2)CC1	3%	0%	2%	4.2%	-1%	inhibitors of VEEV 10K pilot screen=0.2
O=[N+]([O-])c1ccc(Nc2ccc(F)cc2)cc1	13%	-8%	1%	0.6%	-7%
COc1ccc(CN(C)C(=O)C23CC4CC(CC(C4)C2)C3)c(OC)c1	28%	0%	4%	3.3%	3%
CN(C)c1cc(C(F)(F)F)nc(-c2ccccn2)n1	28%	-10%	0%	3.8%	8%
O=c1c2ccccc2nc(-c2ccccc2)n1-c1cccc(O)c1	-5%	-7%	2%	6.7%	-4%

Gathered by group: the entries above containing an aryl thioether with sulfur outside any ring
SMILES	tuberculosis growth	H37Rv inhibition	H1N1 NS1A inhibition	inhibitors of VEEV	Salmonella PhoP GFP	others
CCOC(=O)c1c(NC(=O)CSc2nc3cc(Cl)ccc3c(=O)n2Cc2ccco2)sc(C(=O)N(C)C)c1C	5%	-1%	6%	4.3%	0%
CCCn1c(SCC(=O)N2CCCc3ccccc32)nc2c1c(=O)n(C)c(=O)n2C	-14%	-4%	-3%	8.8%	11%
CCCNC(=O)c1onc(CSc2ccc(Cl)cc2)c1C(=O)NCCC(C)C	-10%	8%	-1%	0.3%	-11%
CCCSc1nc(NCc2ccco2)c2c3c(sc2n1)COC(C)(C)C3	18%	7%	-17%	i	-4%
Cc1cc(CSc2nc(C)cc(=O)[nH]2)c2ncccc2c1	17%	0%	5%	7.0%	5%
CCCCN(C(=O)CSc1nncn1-c1ccccc1)c1c(N)n(Cc2ccccc2)c(=O)[nH]c1=O	2%	-7%	4%	0.0%	3%
O=C(CSc1nnc(-c2ccc(S(=O)(=O)N3CCCC3)cc2)o1)NCc1ccco1	70%	0%	-4%	3.4%	-4%
N#Cc1cc(-c2ccc(Cl)cc2)cnc1Sc1ccc(F)cc1	.	.	-4%	1.4%	5%
Cn1cnnc1SCc1ccc(C(=O)O)cc1	-4%	0%	-5%	0.0%	-5%
Cc1nnc(SCC(=O)Nc2ccc3c4c(cccc24)CC3)n1C	-5%	9%	4%	1.4%	-3%
c1ccc(SCc2nc(-c3ccncc3)no2)cc1	16%	-1%	-2%	i	3%
